# BB579 growth dn – reduces growth of yeast BB579 in restrictive medium | inhibition, % at 10 µM | 140,000 tested, 0.51% active | S. cerevisiae BB579 growth, OD615, 48 h;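 active = inhibition above a set limit, 3 SD over the mean compound inhibition, cut at about 44% in these data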; also: inactives centre near -24
#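 Material: Saccharomyces cerevisiae DeaD strain BB579, replicative lifespan model yeast; buffer or medium: CSMM-D restrictive synthetic medium containing dextrose (glucose); compound: 10 µM single dose, DMSO 0.25%; timing: 48 h compound exposure at 30 °C after 4 h preincubation; signal: turbidity as optical density at 615 nm; benchmarks: positive control amphotericin B 10 µg/mL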
# NPY Y2 blocker – antagonists of human neuropeptide Y receptor Y2; P49146; NPY-Y2 expressing cells, antagonist mode; inhibition, % at 2.7 µM; 140,000 tested, 0.99% active; in the data active = inhibition above about 17%;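 also: 0% = vehicle with agonist challenge and 100% = reference antagonist with challenge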
# Target sequence (P49146 whole entry, looked up): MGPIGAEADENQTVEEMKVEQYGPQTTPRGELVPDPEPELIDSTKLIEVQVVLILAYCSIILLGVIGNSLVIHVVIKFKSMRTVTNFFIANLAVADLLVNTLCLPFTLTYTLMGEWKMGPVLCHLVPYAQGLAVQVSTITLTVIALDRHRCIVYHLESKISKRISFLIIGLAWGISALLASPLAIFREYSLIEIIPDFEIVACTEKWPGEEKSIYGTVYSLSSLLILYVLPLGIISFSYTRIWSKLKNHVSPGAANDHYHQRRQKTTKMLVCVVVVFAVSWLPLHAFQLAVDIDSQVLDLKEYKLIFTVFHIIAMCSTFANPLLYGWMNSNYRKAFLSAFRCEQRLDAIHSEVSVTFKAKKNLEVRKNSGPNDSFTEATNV
# bCat KO growth – beta-catenin-lacking colon tumor cell growth suppression. viability, % at 10 µM. HCT116 beta-catenin knockout viability, CellTiter-Glo, 60 h; stronger effect = lower value. 140,000 tested, 1.5% active;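 active = viability at or under a set limit, the compound median less 4 SD, cut at about 6% in these data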;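 also: 0% = Hyamine 1622 control at 20 µM and 100% = untreated cell control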
# PTEN del growth – PTEN-deleted cell growth suppression | viability, % at 10 µM | HCT116 PTEN-null viability, CellTiter-Glo, 60 h; stronger effect = lower value | AID 827 | 140,000 tested, 1.2% active;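 active = viability at or below a set limit, 4 SD under the median of all tested compounds, cut at about 3.7% in these data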;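 also: PTEN knockout HCT116 line with beta catenin targeted HCT116 as companion control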
# E-sel TNF inh – blocks E-selectin expression induced by TNF alpha; HUVEC TNFa-induced E-selectin immunofluorescence, high content; inhibition, % at 2 µM; 120,000 tested, 0.71% active;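 active = inhibition above the batch mean plus 3 SD, and confirmed as a hit on visual image review, cut at about 43% in these data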;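 also: 0% = TNF-stimulated DMSO wells and 100% = unstimulated control wells; not every result past the cut was called active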
# Phagocytosis inh – inhibitors of macrophage phagocytosis. J774A.1 macrophage IgG-bead phagocytosis, imaging. inhibition, % at 5 µM. 110,000 tested, 0.07% active. AID 1029;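 active = inhibition above the mean of the plate negative controls plus 5 SD, cut at about 13% in these data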;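 also: phagocytic index as fraction of beads internalized from green versus red external bead signal; plate controls were DMSO negative control for no effect and cytochalasin-D positive control for full effect; some results beyond the cut were filed as inactive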
# Yeast lifespan up – yeast lifespan extension | S. cerevisiae growth with nicotinamide, OD615; deaD strain in restrictive glucose medium | inhibition of the nicotinamide effect, % at 10 µM | 130,000 tested, 0.68% active | AID 775;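 active = inhibition above a set limit, placed 3 SD over the median of all compounds, cut at about 26% in these data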;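 also: 0% = nicotinamide-treated wells and 100% = cells grown without nicotinamide; some compounds called inactive have numbers as strong as hits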
#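 assay system = DeaD-strain S. cerevisiae | measured by = absorbance at 615 nm | probe or stimulus = nicotinamide 1.5 mM | buffer or medium = CSMM-D glucose medium, restrictive | times = 48 h at 30 °C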
# MRP1 act – activators of MRP-1; H69AR cells + doxorubicin, viability rescue, CellTiter-Glo; viability increase, % at 10 µM; 140,000 tested, 0.61% active;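 active = viability gain under doxorubicin at or above a set limit, the compound median plus 3 SD, cut at about 4.7% in these data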;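 also: MRP-1 overexpressing cells given doxorubicin 25 µM after compound pretreatment; 18-22 h compound pretreatment then 72 h with doxorubicin before readout; 0% = doxorubicin-only wells and 100% = vehicle-treated cells without doxorubicin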
# GALR2 blocker – antagonists of human galanin receptor 2 (GALR2); O43603; GALR2-expressing cells, antagonist mode; inhibition, % at 4 µM; 140,000 tested, 0.39% active; in the data active = inhibition above about 27%;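 also: cells stimulated with galanin 1-16 at roughly its EC80; 0% = agonist challenge control and 100% = basal control without agonist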
# Target sequence (O43603 whole entry, looked up): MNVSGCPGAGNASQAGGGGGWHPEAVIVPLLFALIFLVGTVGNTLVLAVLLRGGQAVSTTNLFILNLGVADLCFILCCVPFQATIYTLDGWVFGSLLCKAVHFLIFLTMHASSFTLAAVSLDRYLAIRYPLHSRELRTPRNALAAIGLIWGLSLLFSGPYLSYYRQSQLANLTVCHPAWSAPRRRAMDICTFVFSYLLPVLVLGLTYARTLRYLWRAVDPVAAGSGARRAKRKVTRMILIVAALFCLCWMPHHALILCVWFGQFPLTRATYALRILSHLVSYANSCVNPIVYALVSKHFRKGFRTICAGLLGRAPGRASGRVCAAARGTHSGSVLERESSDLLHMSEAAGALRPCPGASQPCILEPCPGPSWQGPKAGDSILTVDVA
# Measles CPE – protection of cells from measles virus; Measles virus-infected cells, CPE protection, absorbance; protection (pct of control), % at 4 µM; 140,000 tested, 1.5% active; AID 841; in the data active = protection mostly above about 24%, no sharp cut-off; inactive = mostly below about 26%; also: some compounds called inactive have numbers as strong as hits
# * hit, by the source's call; . = no result given.
# Fields: BB579 growth dn	NPY Y2 blocker	bCat KO growth	PTEN del growth	E-sel TNF inh	Phagocytosis inh	Yeast lifespan up	MRP1 act	GALR2 blocker	Measles CPE
CN(C)S(=O)(=O)CC12CCC(CC1=O)C2(C)C (stereo not given)
→ 0	4	97	99	-3	-4	2	-1.4	-21	7
O=C(CSC1=NC(=O)C(c2ccccc2)C(=O)N1)Nc1cccc(Cl)c1 (stereo not given)
→ 21	1	109	98	2	-1	-4	-0.8	-3	8
O=C(NCCCN1CCCC1=O)c1cc(NS(=O)(=O)c2ccc(F)cc2)cc(NS(=O)(=O)c2ccc(F)cc2)c1
→ -33	-3	100	103	.	1	-29	-0.4	5	4
CCCn1nc2cc(C(=O)NCc3ccccc3OC)ccc2c1OCC
→ -2	0	104	105	-38	.	-12	-3.1	8	11
Cc1cc(C(=O)NCc2cccnc2)cs1
→ -70	2	98	94	-11	-1	-5	-1.1	-15	4
CCSc1nc2c(c(=O)[nH]1)C(c1ccncc1)C(C(=O)OC(C)C)=C(C)N2 (stereo not given)
→ -22	2	98	81	-8	-1	-14	-4.1	-1	19
O=[N+]([O-])c1ccc(Nc2nc(N/N=C/c3cccc(F)c3)nc(N3CCCC3)n2)cc1
→ -9	-3	71	59	.	16	0	-1.8	-1	9
Cc1nnc(-c2cnn(C)c2N)n1Cc1ccccc1
→ -29	-4	106	100	-16	0	-4	-0.2	-2	8
CC1=NN(C(=O)c2cc(C)nn2C)C(O)(C(F)(F)F)C1 (stereo not given)
→ -17	1	95	101	-11	-5	4	0.4	7	23
COc1ccc(Br)cc1C1N2CC3(C)CN1CC(C)(C2)C3=O (stereo not given)
→ -30	0	92	85	10	0	-6	-4.7	5	8
COc1cc(OC)c(-c2nn3c(-c4ccco4)nnc3s2)cc1OC
→ -38	1	61	61	0	0	-24	-5.1	-19	6
CCCn1c(SCC(=O)Nc2cccc(NC(C)=O)c2)nnc1C(C)C
→ 3	1	51	60	-18	-1	-3	0.7	-11	29
CCc1nnc(NC(=O)C2Cc3ccccc3C(=O)O2)s1 (stereo not given)
→ -7	4	104	104	-2	0	-8	3.9	-10	10
N#CC1=C(N)OC2=C(C(=O)CCC2)C1c1ccncc1 (stereo not given)
→ -59	-2	108	99	22	1	-2	0.2	-5	0
COc1ccccc1N(CC(=O)Nc1cccnc1)S(C)(=O)=O
→ 0	-2	97	100	-12	-2	-10	-0.8	5	5
CCOC(=O)/C(C(C)=O)=C1\OC(=O)c2ccccc21
→ -16	1	100	94	.	1	9	-0.9	17	4
COCCCNCCCOc1ccc(Cl)cc1C(C)(C)C
→ -37	3	4.0*	3.1*	.	1	2	-4.4	5	10
Cc1ccc(NC2CCCCC2NS(=O)(=O)c2ccc(Cl)cc2)cc1 (stereo not given)
→ -23	-1	72	88	.	-11	6	-0.5	0	28
Cn1c(=O)n(Cc2ccccc2)c2ccccc21
→ -9	3	98	102	-39	0	-5	-3.2	12	18
COc1cc(OC)c(NC2c3ccccc3C(=O)N2c2cc(C)ccn2)cc1Cl (stereo not given)
→ -45	0	94	93	-30	.	4	-2.2	-1	20
COc1ccc2c(c1)C(=O)N(c1ccccc1)C(=O)C2
→ -26	0	99	106	18	.	-11	0.0	-10	5
Cc1cccc(NC(=S)NCC2CCCO2)c1 (stereo not given)
→ 2	2	97	93	3	-2	-22	-2.1	7	3
COC(=O)c1c(N=CN(C)C)c(C#N)c2n1CCCC2
→ -23	1	95	104	1	0	-11	-3.6	12	4
COCCCNC(=S)N(Cc1cccnc1)Cc1ccc(OC)c(OC)c1
→ 1	2	96	100	16	-8	5	-2.8	8	16
CCOC(=O)Cn1nc(-c2ccc(Cl)cc2)ccc1=O
→ -33	1	85	91	23	-1	-7	-1.7	5	35
Cc1cc(/C=N/n2cnnc2)c(C)n1-c1ccc(OCc2ccc(F)cc2)cc1
→ -16	4	9	12	-31	1	-7	-5.5	7	7
CCN(CC)CCNC(=O)c1ccc(Cl)c(S(=O)(=O)N2CCCCCC2)c1
→ -37	4	65	72	0	.	-5	-1.4	12	23
COc1ccc(-c2c[n+]3c4n2CCCCC4=C(c2ccc(Br)cc2)C3)cc1
→ -57	5	7	7	.	0	-6	-5.3	-4	8
Cc1nn(CC(=O)NCCCN2CCOCC2)c(C)c1[N+](=O)[O-]
→ -37	-2	92	107	52	0	-20	-0.9	1	11
CCOC(=O)C1=C(N)n2c(s/c(=C\c3ccco3)c2=O)=C(C(=O)OCC)C1c1ccco1 (stereo not given)
→ -49	3	27	29	-22	.	-6	-3.1	-14	3
Cc1ccc2[nH]c3c(N4CCN(Cc5ccc6c(c5)OCO6)CC4)ncnc3c2c1
→ -36	2	11	11	18	-2	-30	-5.4	-9	13
CCCCOc1ccc(C(NC(=O)OCC)NC(=O)OCC)cc1
→ 5	4	100	98	.	.	-1	-2.9	6	34
COc1cc2c(C#N)c(N3CCN(C)CC3)nc(N)c2c(N)n1
→ -37	1	82	78	13	-1	-2	-5.0	15	5
CC1(C)CC(O)C(C(O)c2cccc([N+](=O)[O-])c2)C(C)(C)N1 (stereo not given)
→ -32	2	95	97	.	-4	20	0.3	-3	5
CSc1nnc(CNC(=O)C23CC4CC(CC(C4)C2)C3)n1Cc1ccccc1
→ -26	2	81	80	0	-6	4	-2.4	-8	4
C=CCN1C=C/C(=C\C=C(C#N)C#N)c2ccccc21
→ -29	3	84	86	-40	-4	-2	-1.4	-8	16
O=C1CN(CC(=O)NC(=O)NCc2ccccc2)CCN1
→ -31	-1	82	103	.	-16	3	-1.6	-7	10
COC(=O)C1=C(C)OC(N)=C(C#N)C1c1cc(OC)ccc1OC (stereo not given)
→ -87	1	97	99	0	.	1	-1.3	12	15
CC1CCC(C(C)C)C(OCC(O)CN2CCOCC2)C1 (stereo not given)
→ -16	4	88	87	20	.	-2	-1.6	-10	31
COC(=O)C1=C(C)Nc2ncnn2C1c1ccc(OCc2ccccc2)cc1 (stereo not given)
→ -40	2	106	112	-26	-1	-2	-0.5	0	3
O=C(COc1ccc2c(C(F)(F)F)cc(=O)oc2c1)NCc1cccs1
→ -49	11	92	92	-4	1	-2	2.0	6	8
Cc1c(N2C(=O)CS/C2=N\N=C\c2ccc(Cl)cc2)c(=O)n(-c2ccccc2)n1C
→ 11	3	40	59	-1	.	-14	-0.9	-6	1
O=C(NC(c1ccccc1)c1ccccc1)N1CCN(CCO)CC1
→ -21	-1	94	99	-15	-1	-6	0.3	3	1
Fc1cccc(NC(=S)NCc2ccccn2)c1
→ -4	3	97	102	-13	.	-2	0.9	3	20
Nc1ccc(S(=O)(=O)N2CCCc3ccccc32)cc1
→ 13	3	83	90	.	-1	-3	-1.9	6	3
COc1cc2c(cc1OC)[C@H](Cc1ccc(O)cc1)NCC2
→ -30	2	71	76	.	.	1	-2.4	-1	13
Cc1c(NC(=O)C2(C)CCCCC2)c(=O)n(-c2ccccc2)n1C
→ -40	2	103	98	.	-1	-1	0.8	5	14
CCn1c(SCC(=O)O)nc2sc3c(c2c1=O)CCC3
→ -27	5	85	102	2	0	-9	-0.3	-26	4
COC(=O)CNC(=O)COC(=O)c1ccc(OC)c([N+](=O)[O-])c1
→ -23	1	94	92	10	-6	2	-0.8	-4	13
Cc1ccc2nc(NC(=O)C(NS(=O)(=O)c3cccc4nsnc34)C(C)C)sc2c1 (stereo not given)
→ -23	-4	83	80	1	.	2	3.2	-14	1

# Next section
# Fields: BB579 growth dn	NPY Y2 blocker	bCat KO growth	PTEN del growth	E-sel TNF inh	Phagocytosis inh	Yeast lifespan up	MRP1 act	GALR2 blocker	Measles CPE
O=C(OCn1nnc2ccccc2c1=O)c1cccnc1
→ -48	-2	88	88	.	.	-6	0.5	-2	26
CCOC(=O)CCc1c(C)nc2c(c(C)nn2C(C)(C)C)c1C
→ -38	1	79	77	-19	0	-4	1.0	9	6
CCCc1cc(C(=O)NC2CCCC2)no1
→ -1	2	110	105	.	0	-9	1.1	2	13
O=C(NN=C1C2CC3CC(C2)CC1C3)c1cccc(S(=O)(=O)N2CCOCC2)c1
→ -25	5	97	98	.	-1	1	-0.7	4	13
CCSc1nc(-c2ccccc2)c2cc(Cl)ccc2n1
→ -54	5	84	85	.	.	2	0.0	-6	19
Cc1ccc(S(=O)(=O)n2nc(OC(=O)C3CCCCC3)cc2N)cc1
→ -18	1	99	100	.	1	-3	-0.1	-4	17
COc1ccc(N2CCN(C(=O)c3cc4c(-c5ccc(Cl)cc5)nn(C)c4s3)CC2)cc1
→ -22	0	73	72	1	.	0	-3.2	2	1
COc1cc(NC(=O)CN(C)S(=O)(=O)c2ccc3c(c2)CCC(=O)N3)cc(OC)c1
→ 26	0	85	102	.	0	-8	-1.2	12	1
O=C(O)C1CCCN1C(=O)OCc1ccccc1 (stereo not given)
→ -17	6	101	100	-25	.	-14	-1.9	0	13
Cc1ccc(-c2nnc(SCC(=O)Nc3nccs3)n2N)cc1
→ -25	2	87	86	-17	.	.	-0.1	-1	4
CCOC(=O)Cc1csc(NC(=O)c2ccc(Br)o2)n1
→ -28	3	96	105	12	0	-13	-0.3	3	6
CCCCOc1ccc(-c2nnn(C(C)C(=O)OCC)n2)cc1 (stereo not given)
→ 1	4	102	103	66*	-2	-9	0.1	3	18
COc1cccc(C2C=C(Nc3ccccc3)C(=O)N2c2ccccc2)c1 (stereo not given)
→ -23	13	92	77	4	0	2	-3.3	3	3
O=C(Nc1ccccc1)N1CC=C(c2ccc(F)cc2)CC1
→ -72	3	86	95	5	-6	-4	-1.7	6	1
O=C(CC1(O)C(=O)N(Cc2cccc3ccccc23)c2ccccc21)c1cccnc1 (stereo not given)
→ -21	3	12	14	6	4	-7	-2.0	-3	9
Cc1ccc(-c2nc3cc(N)ccc3o2)cc1
→ -23	0	85	85	-16	0	-21	-1.4	-10	7
Cc1ccc(OCCCN2CCOCC2)c([N+](=O)[O-])c1
→ -25	2	95	94	-18	-3	-3	-0.1	3	1
Cc1onc(-c2ccccc2Cl)c1C(=O)N1CCN(c2ccccc2)CC1
→ -44	3	70	65	-35	1	-17	-2.4	-16	2
CC(=O)Nc1cc(-c2nn(C)c(=O)c3ccccc23)ccc1N1CCCCC1
→ -75	3	92	89	.	0	-5	-1.1	-11	18
O=C(CC(NS(=O)(=O)c1ccc(Cl)cc1)c1ccco1)NCc1ccco1 (stereo not given)
→ -47	-1	85	98	-22	.	-8	-2.2	-1	2
CCNC(=O)CN(c1ccccc1OC)S(=O)(=O)c1cccs1
→ 0	2	82	108	.	5	2	0.2	-13	12
O=C(NCCCN1CCCCC1)c1ccc2c(=O)n(CCc3ccccc3)c(=O)[nH]c2c1
→ -22	-1	69	71	.	1	-4	-2.7	-2	9
CCOC(=O)C1=C(C)NC(C)=C(C(=O)OCC)C1c1cc(N)ccc1OC(F)F
→ -23	-1	90	83	19	-4	5	-1.3	-2	4
COc1cc(COCC(O)CN2CCOCC2)cc(OC)c1OC (stereo not given)
→ -6	2	99	107	-16	4	-3	-0.6	6	32*

# Assay outcomes from PubChem BioAssay.
